Assay outcomes as filed in PubChem BioAssay.
Eya2 inh: qHTS Assay for Inhibitors of the Phosphatase Activity of Eya2; Protein phosphatase EYA2 (Homo sapiens), O00167; recombinant Eya2, OMFP fluorescence dephosphorylation (OMFP is methylfluorescein phosphate); Potency, µM (top dose mostly 76.9 µM), without a hit: at the top dose activity, negative = inhibition, actives largely listed as inhibitors; 330,000 compounds, 0.006% hits; AID 488837, 2010; also: potency is read from the fitted curve at half-maximal effect; % is scaled to controls: 0 for no effect and ±100 for the full control effect
Target sequence (O00167 whole entry, looked up): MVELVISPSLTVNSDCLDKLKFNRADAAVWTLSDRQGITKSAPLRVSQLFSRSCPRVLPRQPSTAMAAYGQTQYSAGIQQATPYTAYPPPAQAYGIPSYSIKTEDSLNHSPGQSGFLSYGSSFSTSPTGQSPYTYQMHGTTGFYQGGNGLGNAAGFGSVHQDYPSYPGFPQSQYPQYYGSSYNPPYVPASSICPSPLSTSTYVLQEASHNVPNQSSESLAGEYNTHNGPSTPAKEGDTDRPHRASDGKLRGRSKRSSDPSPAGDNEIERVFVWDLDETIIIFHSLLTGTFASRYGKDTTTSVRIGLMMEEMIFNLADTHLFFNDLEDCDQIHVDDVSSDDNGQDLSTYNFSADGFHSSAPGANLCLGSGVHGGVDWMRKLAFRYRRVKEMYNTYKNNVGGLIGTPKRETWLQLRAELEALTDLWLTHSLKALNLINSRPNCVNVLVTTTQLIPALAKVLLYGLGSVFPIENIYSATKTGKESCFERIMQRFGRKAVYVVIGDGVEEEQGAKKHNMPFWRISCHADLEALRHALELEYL
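Eya2 protein (added as 0.2 uM solution) was preincubated with compound for 10 min at ambient temperature in 50 mM HEPES pH 7.5, 50 mM NaCl, 5 uM MgCl2, 0.05% BSA, 1 mM DTT. OMFP (added at 50 uM) then reacted 10 min; fluorescence read at 485/525 nm.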
Menin MLL FP TR: qHTS Assay for Inhibitors Targeting the Menin-MLL Interaction in MLL Related Leukemias: Competition With Texas Red Labeled MLL-derived Mutant Peptide; O00255; Menin + Texas Red MLL mutant peptide, fluorescence polarization; Potency, µM (doses to about 61.6 µM), for inactives: at the top dose FP activity change, negative = inhibition, hits mostly inhibitors; 270,000 compounds, 0.23% hits; AID 1768, 2009; active = well fitted inhibition curve with a large enough effect in the polarisation, with a control signal flat, not every such curve was filed as active; inconclusive = small, poorly fitted or top-dose-only effect, or effect the other way, or a change in a side signal; inactive = no such curve, though single readings can be large or run the other way; the % refers to the polarisation; also: potency is read from the fitted curve at half-maximal effect; % of control where 0% means no effect; many of its hits are not listed in these tables
Chronic BCR inh: qHTS Assay to Find Inhibitors of Chronic Active B-Cell Receptor Signaling | ABC-DLBCL IkBa-CBG/CBR reporter, luminescence ratio, 4 h | Potency, µM (highest dose often 46.1 µM), without a hit: at the top dose ratio change, negative = lower green/red ratio, usual class: inhibitors | 340,000 compounds, 0.05% hits | AID 493014, 2011; active = well fitted inhibition curve with a large enough effect in the signal ratio, with a control signal flat, not every such curve was filed as active; inconclusive = small, poorly fitted or top-dose-only effect, or effect the other way, or a change in a side signal; the % refers to the signal ratio;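 also: potency is read from the fitted curve at half-maximal effect; plate controls were basal doxycycline-induced cells for no effect and cells given 10 µM MG132 for full effect; MG132 reads +100%, hits lower the ratio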
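TMD8 ABC-DLBCL cells carrying doxycycline-inducible green luciferase fused to IkappaBalpha plus unfused red luciferase were exposed to compounds (up to 46 uM) for 4 hrs at 37C. Activity came from the overlap-corrected green/red luminescence ratio.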
MBNL1 CUG block: qHTS Assay for Inhibitors of MBNL1-poly(CUG) RNA binding. 280,000 compounds, 0.036% hits. Muscleblind-like protein 1 (Homo sapiens), Q9NR56. TR-FRET MBNL1-His/biotin-(CUG)12 binding, 665/545 ratio. Potency, µM (doses to about 57.5 µM), for inactives: at the top dose activity change, negative = inhibition, hits mostly inhibitors; active = well fitted inhibition curve with a large enough effect in the signal ratio, with a control signal flat, not every such curve was filed as active; inconclusive = small, poorly fitted or top-dose-only effect, or effect the other way, or a change in a side signal; inactive = no such curve, though single readings can be large or run the other way; the % refers to the signal ratio; also: potency is read from the fitted curve at half-maximal effect; % is scaled to controls: 0 for no effect and ±100 for the full control effect
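Inhibition of protein-RNA binding appears as loss of TR-FRET between terbium anti-His antibody on MBNL1-His and streptavidin-XL665 on biotin-(CUG)12. Activity is normalized to buffer-only and uninhibited-complex controls.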
TSHR antagonist: Antagonists of the Thyroid Stimulating Hormone Receptor: HTS campaign. Thyrotropin receptor (Homo sapiens), P16473. TSHR-expressing cells, TSH-stimulated cAMP HTRF, 2 h; active compounds read low. activity change, negative = inhibition, % at 11.5 µM. 330,000 compounds, 0.2% hits. AID 504810, 2011;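 active = activity change below a set negative limit, meaning inhibition stronger than a set level, cut at about -70% in these data; inconclusive = activity change between two set negative limits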; also: % is scaled to controls: 0 for no effect and ±100 for the full control effect
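Antagonism was scored as loss of TSH-driven cAMP in TSHR cells, stimulated with 4nM TSH (EC80) for 2 hours at 37 deg C and detected by homogeneous HTRF competition immunoassay.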
PKM2 activator: qHTS Assay for Activators of Human Muscle isoform 2 Pyruvate Kinase | Pyruvate kinase PKM (Homo sapiens), P14618 | purified PKM2, Kinase-Glo ATP luminescence, activation; response scale: 0% is enzyme alone, no compound | Potency, µM (doses to about 57.5 µM), for the others: at the top dose activation, actives largely listed as activators | 260,000 compounds, 0.34% hits; also: potency is read from the fitted curve at half-maximal effect; % is scaled to controls: 0 for no effect and ±100 for the full control effect; nearly all actives have a fitted effect of over 55% in size
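Purified hPK-M2 (>95%) run at intermediate activity with 0.1 mM ADP and 0.5 mM PEP in 50 mM imidazole pH 7.2, KCl, MgCl2; 1 h room temperature. ATP formed read by Kinase-Glo luminescence; normalized to uninhibited and no-enzyme controls.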
hERG WT inh: qHTS for Inhibitors of KCHN2 3.1: Wildtype qHTS | activity change, % at 1.84 µM | Voltage-gated inwardly rectifying potassium channel KCNH2 (Homo sapiens), Q12809 | U2OS, BacMam KCNH2, thallium flux FluxOr; active compounds read low | 340,000 compounds, 0.37% hits;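 active = maximum activity change below -70%; inconclusive = maximum activity change between -70% and -50%; inactive = maximum activity change above -50%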; also: % is scaled to controls: 0 for no effect and ±100 for the full control effect
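U2OS cells transduced with wild-type KCNH2 virus are loaded with FluxOr dye for 45 min, and thallium flux is measured in kinetic reads before and after stimulation buffer. Rate constants are normalized to DMSO controls.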
GALK inhibitor: qHTS Assay for Inhibitors of Human Galactokinase (GALK); P51570; Purified GALK, Kinase-Glo residual ATP luminescence; Potency, µM (series often up to 57.5 µM), for the others: top-dose activity change, negative = inhibition, actives largely listed as inhibitors; 270,000 compounds, 0.007% hits; also: potency is read from the fitted curve at half-maximal effect; % is scaled to controls: 0 for no effect and ±100 for the full control effect
Target sequence (P51570 whole entry, looked up): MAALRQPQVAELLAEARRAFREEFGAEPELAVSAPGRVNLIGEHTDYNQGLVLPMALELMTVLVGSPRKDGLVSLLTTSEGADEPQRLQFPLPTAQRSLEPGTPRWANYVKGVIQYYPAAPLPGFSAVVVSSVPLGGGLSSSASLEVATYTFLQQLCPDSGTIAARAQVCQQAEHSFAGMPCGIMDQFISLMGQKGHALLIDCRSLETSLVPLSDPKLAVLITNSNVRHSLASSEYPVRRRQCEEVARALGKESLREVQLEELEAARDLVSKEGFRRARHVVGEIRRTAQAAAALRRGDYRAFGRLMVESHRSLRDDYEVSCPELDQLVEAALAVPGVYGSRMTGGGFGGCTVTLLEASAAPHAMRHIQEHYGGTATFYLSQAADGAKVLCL
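Kinase-Glo Plus luminescence measured ATP left after a 1 h room-temperature reaction. The reaction used 5 nM GALK, 100 uM galactose and 35 uM ATP at pH 8.0 (20 mM HEPES, 5 mM MgCl2, 60 mM NaCl, 1 mM DTT, 0.01% BSA).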
USP2a block: qHTS Assay for Inhibitors of Ubiquitin-specific Protease USP2a Using CHOP2 as the Reporter; 330,000 compounds, 0.01% hits; Potency, µM (series often up to 38.3 µM), inactives show top-dose activity change, negative = inhibition, most hits filed as inhibitors; USP2 core, Ub-CHOP2 coupled fluorogenic reporter, 485/531; AID 463254, 2010;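 also: potency is read from the fitted curve at half-maximal effect; plate controls were DMSO wells for no effect and full inhibition by NEM control for full effect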
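Cell-free coupled assay: 10nM USP2 core preincubated 30min RT with compound in Tris-HCl pH 8.0/CaCl2/CHAPS buffer, then 25nM Ub-CHOP2 and 25nM reporter substrate; fluorescence (Ex 485/Em 531) read after 60min RT, normalized to NEM inhibition, concentration-response curves fitted.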
ASM inhibitor: Inhibitors of Secretory Acid Sphingomyelinase (S-ASM): qHTS | Sphingomyelin phosphodiesterase (Homo sapiens), P17405 | placental ASM, HMU-PC fluorogenic substrate, 60 min | Potency, µM (series often up to 57.5 µM), inactives show at the highest dose activity change, negative = inhibition, hits mostly inhibitors | 340,000 compounds, 0.006% hits | AID 504937, 2011; also: potency is read from the fitted curve at half-maximal effect
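qHTS format. ASM enzyme prepared from human placenta hydrolyses the fluorogenic substrate HMU-PC0 (9 uM final) over 60 min at 37 °C after a 10 min compound preincubation.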
Mito fusion act: qHTS Assay for Small Molecule Inhibitors of Mitochondrial Division or Activators of Mitochondrial Fusion | S. cerevisiae fusion-defective mutant growth rescue, CellTiterGlo 48 h | Potency, µM (titrated, usually from 46.1 µM), for the others: at the top dose growth rescue (activation), most hits filed as activators | 320,000 compounds, 0.23% hits;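 also: potency is read from the fitted curve at half-maximal effect; % of control where 0% means no effect; nearly all actives have a fitted effect of over 45% in size; temperature-sensitive fusion mutants such as fzo1-1 at 37 °C on non-fermentable ethanol glycerol medium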
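Compounds are tested for their ability to restore growth of mitochondrial fusion-defective yeast strains at non-permissive 37C in YPEG medium over 48 hours. Viability is quantified by luciferase luminescence.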
An asterisk follows results filed as active; ? = inconclusive; · = not tested or not shown; [ ] = another dose, or the depositor's remark. Unless noted, calls follow the shape of the dose curve; as a rule, active = well fitted curve in the direction sought with a large enough effect; inconclusive = small, poorly fitted or top-dose-only effect, or another doubt; inactive = no such curve, though single readings can be large; an effect the other way counts as inactive or inconclusive.

SMILES	Eya2 inh	Menin MLL FP TR	Chronic BCR inh	MBNL1 CUG block	TSHR antagonist	PKM2 activator	hERG WT inh	GALK inhibitor	USP2a block	ASM inhibitor	Mito fusion act
Cc1noc(C)c1C(=O)N1CCC(C(=O)c2ccccc2)CC1	12%	·	-24%	-15%	0	3%	-4	3%	-3%	3%	-2%
CCOC(=O)c1c(CN2CCC(C)CC2)oc2ccc(OC)cc12	2%	-1%	3%	-3%	16	2%	13	7%	2%	-3%	8%
COc1ccc(-n2c3nc4ccccc4nc3c3c(=N)oc(C)nc32)cc1	1%	-1%	3%	?	-14	1%	-4	6%	2%	276%[activator]	1%
CC1=CC(C)C2(CO)COC(c3ccc(O)cc3)C1C2C (stereo not drawn)	-2%	-12%	0%	5%	-1	-2%	12	-2%	0%	0%	0%
CC(=O)N1CCC(CCCC2CCN(C(C)=O)CC2)CC1	-6%	·	-5%	·	-2	·	7	·	4%	-3%	-7%
Cc1ccc(Cn2c(=N)c(C(=O)NC3CCCCC3)cc3c(=O)n4ccccc4nc32)cc1	-8%	·	0%	?	-1	·	-1	-3%	-8%	466%[activator]	0%
Cc1ccc(C)c(C(=O)NCCN(C)C)c1	13%	5%	3%	2%	4	-1%	-6	0%	-1%	-1%	0%
CC(=O)Nc1cccc(OCC(=O)NC(C)C(C)C)c1 (stereo not drawn)	-27%	·	?	10%	7	-7%	2	0%	5%	0%	-4%
N#CCCN(C(=O)COC(=O)c1n[nH]c2ccccc12)c1ccccc1	0%	·	1%	·	-11	·	6	·	-7%	1%	·
CC1CCN(S(=O)(=O)c2ccc3[nH]c(=O)ccc3c2)CC1	6%	?	-13%	-2%	6	1%	10	·	1%	2%	1%
COc1cc(/C=N/NC(=O)C(NC(=O)c2ccccc2)c2n[nH]c(=O)c3ccccc23)ccc1OCC(N)=O (stereo not drawn)	-11%	17%	0%	?	3	0%	4	16%	1%	-5%	-6%
CC1(c2ccc(OC(F)F)cc2)NC(=O)N(CC(=O)Nc2ccc(S(N)(=O)=O)cc2)C1=O (stereo not drawn)	-2%	18%	-14%	-10%	1	0%	·	8%	1%	-1%	3%
COc1ccc(CNC(C)CCc2ccccc2)cc1 (stereo not drawn)	-11%	6%	0%	-9%	14	3%	18	-5%	1%	4%	1%
c1ccc(-c2ccccc2-c2nc(-c3ccncc3)no2)cc1	-15%	3%	?	1%	4	5%	-1	-1%	-2%	2%	-30%[inhibitor]
Cc1cc(C(=O)NCCCC(=O)O)c(C)o1	-5%	-3%	4%	-7%	6	-9%	0	-2%	0%	-1%	-1%
CCN1C(=O)[C@H]2[C@H]3[C@H](O)[C@H](O)C/C(=N\O[C@H](C)c4cn([C@H](CO)Cc5ccccc5)nn4)[C@@H]3CC[C@H]2C1=O	-1%	3%	0%	-17%	-1	-2%	·	·	0%	·	1%
O=C(COc1ccc(F)cc1Br)Nc1ccccc1N1CCOCC1	2%	·	5%	·	-18	·	-3	·	4%	·	?
Cc1cc(=O)n2[nH]c(-c3ccccc3Cl)cc2n1	12%	2%	?	-4%	-3	6%	-17	-2%	6%	0%	1%
O=C(COC(=O)[C@@H]1CC(O)CN1S(=O)(=O)c1ccc2c(c1)OCCO2)Nc1ccccc1F (stereo partly drawn)	5%	2%	0%	1%	-1	-6%	1	7%	3%	2%	6%
CCOC(=O)/C=C1\CN(Cc2cc(OC)c(OC)c(OC)c2)S(=O)(=O)c2ccc(C(F)(F)F)cc21	-18%	-8%	4%	-3%	-14	1%	-17	·	4%	-7%	0%
CC(C)c1nc2sc3c(=O)[nH]cnc3c2c2c1CCC2	-4%	0%	?	-11%	-12	1%	4	-2%	0%	179%[activator]	12%
Cc1cc(O)ccc1N/C=C(\C#N)c1nc2ccccc2o1	-7%	2%	?	-3%	58	-22%	-17	0%	3%	69%	4%
Cc1ccc(NC(=O)CCNS(=O)(=O)c2cccc3nonc23)cc1Cl	-3%	?	0%	?	-7	1%	-2	9%	1%	-1%	3%
CS(=O)(=O)N(CC(=O)NCC1CCCO1)c1cc(Cl)c(Cl)cc1Cl (stereo not drawn)	5%	2%	-4%	-2%	2	3%	-12	1%	0%	3%	1%
Cc1cc2nnc(SC3CCCCN(C(=O)c4ccc(F)cc4)C3=O)n2c2ccccc12 (stereo not drawn)	7%	-11%	1%	17%	-3	-4%	-10	4%	-1%	-12%	5%
Later entries:
SMILES	Eya2 inh	Menin MLL FP TR	Chronic BCR inh	MBNL1 CUG block	TSHR antagonist	PKM2 activator	hERG WT inh	GALK inhibitor	USP2a block	ASM inhibitor	Mito fusion act
Nc1ccc(Cl)c(NC(=O)c2cccs2)c1	8%	20%	-7%	-2%	9	-11%	1	0%	0%	0%	4%
Fc1ccccc1CSc1ncnc2sc3c(c12)CCCC3	1%	-5%	9%	·	-4	-5%	2	1%	2%	-15%	4%
COc1ccc(N2CC(NC(=O)N3CCN(c4ccccc4)CC3)CC2=O)cc1 (stereo not drawn)	4%	-4%	6%	-10%	1	-7%	5	2%	1%	6%	-6%
Cc1cc(C)nc(SCC(=O)OCC(=O)Nc2nc3ccccc3s2)n1	5%	6%	6%	3%	-10	7%	4	-2%	4%	6%	3%
CCOc1ccc(-c2nnc(N)s2)cc1	-2%	-9%	2%	5%	-1	-9%	0	3%	-2%	5%	5%
CCOC1=NN(c2ncc(C(F)(F)F)cc2Cl)C(=O)/C1=C/N(C)C	1%	-3%	-17%	-17%	-1	0%	-6	6%	3%	1%	7%
O=C(Cn1c(=O)oc2ccccc21)NC(=O)NCc1ccco1	15%	-2%	?	-4%	8	0%	11	1%	8%	0%	-2%
O=C(CSCc1ccc([N+](=O)[O-])cc1)NC1CC1	-4%	1%	1%	?	-3	1%	1	2%	-2%	5%	-3%
CCCOc1ncnc2c1[nH]c1ccc(C)cc12	1%	·	?	·	-14	-1%	0	2%	4%	-1%	-9%
O=C1C=C(c2ccc(-c3ccccc3)cc2)C[C@@H](c2ccc(F)cc2)C1	-11%	·	?	·	-18	·	-12	·	-1%	-5%	18%
Nn1c(SCc2cccc(Br)c2)nnc1-c1cccnc1	1%	·	2%	2%	-2	0%	-1	1%	2%	4%	-3%
O=C(Nc1cccc(O)c1)c1ccc(NC(=O)c2cccs2)cc1	-1%	·	?	-7%	-7	-1%	7	-8%	-3%	-5%	-1%
CCN(CC)c1ccc(NC(=O)c2ccc3c(c2)OCO3)c(C)c1	-9%	-7%	-3%	-8%	3	-2%	11	6%	1%	0%	0%
O=C(NNc1cccc(Cl)n1)c1ccc(Cl)cc1Cl	5%	-8%	?	-5%	7	-2%	-2	0%	0%	-1%	2%
Cc1ccc(S(=O)(=O)N2CCN(C(=O)c3ccccc3)CC2)cc1	-19%	-2%	-19%	-2%	15	-2%	-1	1%	-1%	-1%	-5%
CC(=O)Nc1ccc(S(=O)(=O)NCCC(=O)Nc2ncccc2C)cc1	3%	·	-7%	·	-1	·	2	·	-1%	-1%	2%
Cc1ccccc1-n1nc2c(c1NC(=O)c1c(-c3ccccc3Cl)noc1C)CS(=O)(=O)C2	-22%	-2%	-1%	-2%	-4	-3%	5	0%	-1%	1%	2%
CCOC(=O)CSc1nc2ccc(N3CCOCC3)cc2c(=O)n1Cc1ccccc1	7%	-12%	-10%	2%	2	3%	5	0%	-1%	22%	4%
CCOC(=O)c1ccc(NS(=O)(=O)c2cc(C)ccc2OC)cc1	·	21%	·	7%	·	-3%	6	0%	·	-3%	3%
O=C(COC(=O)CSc1ccccc1)NCCNC(=O)COC(=O)CSc1ccccc1	8%	·	?	·	21	·	-4	·	4%	-3%	-5%

A portion of the library. The share of hits here may be higher or lower than overall.
